# Bioassay records as filed in PubChem.
# NCOA1 inh = inhibitors of human steroid receptor coactivator 1 (SRC1) | HEK293 GAL4-SRC1 luciferase reporter, luminescence | inhibition, % at 3.6 µM | 360,000 compounds, 0.12% hits | AID 588354;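 active = inhibition above the campaign mean plus 3 SD, with each screening campaign given its own cutoff, cut at about 60% in these data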;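 also: 0% = DMSO treated cells and 100% = gossypol at 36 µM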
# Target sequence (Q15788 whole entry, looked up, the tested form may be a part): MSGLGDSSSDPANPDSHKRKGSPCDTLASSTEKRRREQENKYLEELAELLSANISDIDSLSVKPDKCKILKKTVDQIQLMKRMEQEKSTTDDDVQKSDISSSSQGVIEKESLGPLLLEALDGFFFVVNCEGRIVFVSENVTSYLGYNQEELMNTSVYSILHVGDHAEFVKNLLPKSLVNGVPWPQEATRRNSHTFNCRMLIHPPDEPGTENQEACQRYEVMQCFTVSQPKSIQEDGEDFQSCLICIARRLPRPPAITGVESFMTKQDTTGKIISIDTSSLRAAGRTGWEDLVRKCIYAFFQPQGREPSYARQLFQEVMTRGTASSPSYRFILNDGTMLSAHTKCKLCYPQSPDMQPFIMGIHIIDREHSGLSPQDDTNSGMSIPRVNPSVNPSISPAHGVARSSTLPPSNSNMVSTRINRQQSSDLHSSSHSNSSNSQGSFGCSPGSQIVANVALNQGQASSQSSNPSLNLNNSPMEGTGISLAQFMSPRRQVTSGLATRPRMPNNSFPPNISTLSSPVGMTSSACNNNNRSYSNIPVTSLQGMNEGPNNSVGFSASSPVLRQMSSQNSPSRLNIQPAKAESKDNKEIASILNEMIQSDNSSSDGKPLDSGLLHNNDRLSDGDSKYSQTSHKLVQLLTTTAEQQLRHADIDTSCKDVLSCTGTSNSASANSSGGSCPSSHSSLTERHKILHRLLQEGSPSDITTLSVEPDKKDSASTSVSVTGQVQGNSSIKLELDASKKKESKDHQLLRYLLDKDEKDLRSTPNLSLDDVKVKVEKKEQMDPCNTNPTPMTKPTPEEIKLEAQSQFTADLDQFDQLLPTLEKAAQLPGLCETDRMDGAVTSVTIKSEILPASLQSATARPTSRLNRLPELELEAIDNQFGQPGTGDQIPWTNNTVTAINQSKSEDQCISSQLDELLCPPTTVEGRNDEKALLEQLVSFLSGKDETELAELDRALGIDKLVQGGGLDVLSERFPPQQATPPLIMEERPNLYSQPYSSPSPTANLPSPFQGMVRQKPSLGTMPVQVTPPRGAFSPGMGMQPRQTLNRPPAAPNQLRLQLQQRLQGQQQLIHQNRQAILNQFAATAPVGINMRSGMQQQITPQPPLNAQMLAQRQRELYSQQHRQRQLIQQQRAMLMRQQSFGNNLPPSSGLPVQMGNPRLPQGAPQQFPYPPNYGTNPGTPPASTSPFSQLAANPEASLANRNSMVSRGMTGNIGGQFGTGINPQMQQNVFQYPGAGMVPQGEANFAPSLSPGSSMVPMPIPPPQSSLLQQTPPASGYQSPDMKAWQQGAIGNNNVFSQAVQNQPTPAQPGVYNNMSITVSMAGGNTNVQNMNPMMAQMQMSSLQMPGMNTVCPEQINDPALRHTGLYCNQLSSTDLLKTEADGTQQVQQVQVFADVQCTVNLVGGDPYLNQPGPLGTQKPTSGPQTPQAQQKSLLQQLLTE
# SRC3 inh = inhibits human SRC3 coactivator; Q9Y6Q9; HEK293 GAL4-SRC3 luciferase reporter, luminescence; inhibition, % at 3.6 µM; 360,000 compounds, 0.17% hits; AID 588352;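 active = inhibition above a per-campaign cutoff, the mean of all compounds plus 3 SD, cut at about 60% in these data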;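 also: 0% = DMSO-treated cells and 100% = gossypol-treated cells at 36 µM; higher means less SRC3-driven luciferase light from the GAL4 reporter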
# Vif imaging = HIV Vif inhibition. AID 602346. 340,000 compounds, 0.35% hits. HEK293T cells, Vif self-association by quenched fluorescence, imaging, 24 h. inhibition, % at 7.49 µM; in the data active = inhibition above about 50%, passing the limit was not always enough; also: some results filed as inactive read as strong as hits
# NR2F2 inh = NR2F2 (human) inhibition, primary screen | P24468 | HEK293T NGFI-A luciferase reporter, luminescence | inhibition, % at 8.6 µM | 370,000 compounds, 0.7% hits | AID 686940;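 active = inhibition above a per-plate cutoff, mean inhibition of test wells between control levels plus 3 SD, cut at about 38% in these data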;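 also: cells cotransfected with COUP-TFII expression vector driving the NGFI-A reporter; 0% = median of COUP-TF2 test wells and 100% = reporter-only cells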
# SRC2 inh = inhibits human steroid receptor coactivator 2; Q15596; HEK293 GAL4-SRC2 luciferase reporter, luminescence; inhibition, % at 9 µM; 370,000 compounds, 0.17% hits; AID 651957;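 active = inhibition above the mean inhibition of all tested compounds plus 3 SD, set per campaign, cut at about 52% in these data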;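 also: 0% = DMSO treated cells and 100% = cells given Gossypol at 36 µM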
# NR5A2 inv ag = inverse agonists of human LRH-1 (NR5A2). O00482. HEK293T StAR-luciferase reporter, LRH-1 transfected, 24 h. inhibition, % at 3.6 µM. 360,000 compounds, 0.13% hits;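 active = inhibition above the mean inhibition of all tested compounds plus 3 SD, cut at about 73% in these data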;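 also: 0% = DMSO wells and 100% = reporter-only cells lacking LRH-1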
# LMP1 NFkB inh = inhibitors of Epstein-Barr LMP1-induced NF-kappaB reporter | LMP1-induced NF-kappaB luciferase reporter cells, luminescence | inhibition, % at 12.5 µM | 350,000 compounds, 0.69% hits; in the data active = inhibition above about 41%;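 also: 0% = neutral control wells and 100% = reference inhibitor control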
# TROY NFkB inh = inhibitors of TROY-dependent NF-kB signaling; Q293 LMP1-TROYcd NF-kB luciferase reporter, 4 h; 360,000 compounds, 0.98% hits; AID 1347056; inhibition, % at 10 µM;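 active = compounds whose plate-normalised and pattern-corrected inhibition of the luciferase reporter signal at the single screening dose is 50% or more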
# TLR9-MyD88 block = inhibitors of human TLR9-MyD88 binding | Q9NR96+Q99836 | CHO BLA complementation TLR9-MyD88, CCF4 FRET ratio | inhibition, % at 4.98 µM | 340,000 compounds, 0.21% hits;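 active = inhibition above the mean over all tested compounds plus 3 SD, cut at about 21% in these data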;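 also: 0% = DMSO only wells and 100% = clavulanate BLA inhibitor control wells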
# TRAIL sens C8 = caspase-8 TRAIL sensitization. NB7+C8 cells + TRAIL, ATPlite viability luminescence. inhibition (viability loss, TRAIL sensitization), % at 10 µM. 360,000 compounds, 1% hits. AID 624354;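 active = compounds causing at least 50% loss of cell viability in the single-dose screen, relative to plate controls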
# NOD2-RIPK2 inh = inhibitors of human NOD2-RIPK2 interaction | inhibition, % at 4.98 µM | 360,000 compounds, 0.38% hits | O43353 | AID 624267 | CHO BLA complementation NOD2-RIPK2, CCF4 ratio; in the data active = inhibition above about 21%;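 also: 0% = vehicle only and 100% = reference blocker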
# The depositor's hits bear a star; · = no result given. An excerpt. The share of hits here may be higher or lower than overall.
SMILES,NCOA1 inh,SRC3 inh,Vif imaging,NR2F2 inh,SRC2 inh,NR5A2 inv ag,LMP1 NFkB inh,TROY NFkB inh,TLR9-MyD88 block,TRAIL sens C8,NOD2-RIPK2 inh
N#C/C(=C\c1cccs1)C(=O)NCc1ccco1,-17.7,-9.4,5.9,1.2,-6.7,-19.9,-0.8,-61.2,-2.0,-7.8,-9.9
COc1ccc(C(CC(=O)O)NC(C)=O)cc1OC (centres undefined),-27.1,17.3,-4.1,-1.9,-20.5,7.0,-3.3,3.3,-10.4,8.8,-15.1
COCCNC(=O)C1(C)Cc2c(-c3cccc(C(F)(F)F)c3)ccnc2O1 (centres undefined),5.5,-15.0,-11.1,19.6,-8.2,-3.1,·,18.5,·,13.9,-14.8
Cc1ccc(C(=O)OCC(=O)Nc2cc(S(C)(=O)=O)ccc2Cl)cc1S(=O)(=O)N1CCCCC1,-6.1,-14.7,5.8,12.2,-7.6,-7.7,4.1,14.6,-2.1,-1.2,-0.3
NC(=O)C1(Nc2ccc(-c3ccc(Br)cc3)cc2)CCCC1,-36.1,-46.2,-6.0,1.2,-2.3,-68.0,-10.5,-0.6,1.1,13.7,-1.8
O=C(COC(=O)CNC(=O)c1ccccc1)Nc1ccc(F)c([N+](=O)[O-])c1,-11.2,13.7,3.3,-7.2,-20.5,-17.3,-5.5,-1.8,1.4,6.9,-4.2
COc1ccc(-c2csc(NC(=O)C3CCN(C(=O)c4ccc(F)cc4)CC3)n2)cc1OC,-5.6,1.6,-15.3,55.1*,14.7,12.1,23.0,27.6,-4.4,21.1,-3.9
CCN(CC)CCCn1c2c(c(SCC(=O)N3CCCc4ccccc43)nc1=O)CCC2,-9.8,-4.1,-0.9,4.8,-51.5,15.0,-10.9,7.9,0.6,15.7,0.0
Fc1ccc(CCn2c(Cn3c(-c4cnccn4)nc4ccccc43)nc3ccccc32)cc1,·,·,·,0.8,-37.2,-14.8,·,-27.0,·,36.9,-11.1
Cc1nnc(NC(=O)CSc2nc3c(c(=O)n2CCc2ccccc2)SC(C)C3)s1 (centres undefined),-7.1,-5.9,-3.1,3.5,-0.4,-11.6,-4.3,-13.3,6.0,37.7,1.5
O=C(NCc1ccc(F)cc1)c1nc(-c2cccs2)no1,-0.9,5.4,3.3,-7.6,-36.0,-10.5,-0.4,-19.3,-4.4,1.9,4.3
COc1ccc(OC)c(C(=O)CN2C(=O)C(=O)N(C3CCCC3)C2=O)c1,1.2,8.9,11.6,-8.6,-14.0,-13.9,4.0,-7.1,-6.7,-17.3,-5.8
Cc1nnc2n1N=C(c1ccccc1)CS2,3.0,2.9,3.4,9.2,-43.8,-12.4,13.2,13.2,-11.0,16.0,-0.7
COc1ccc(CN(C)C(=O)c2ccccc2Sc2ccccc2C#N)cc1OC,-11.4,11.8,-9.6,7.8,-14.6,-1.9,-4.4,-3.4,0.8,-18.6,-2.5
COCCOC(=O)/C(C#N)=C/c1cn(Cc2ccccc2)nc1-c1cccnc1,2.1,5.4,0.1,14.2,2.9,2.6,7.6,-7.8,-8.1,-14.9,-17.8
CCCc1cc(=O)oc2cc(C)cc(OC(C)C(=O)NCc3cccnc3)c12 (centres undefined),-15.9,6.4,3.5,2.0,-9.2,12.3,2.8,9.8,-0.5,1.9,-0.8
C#CCN1CC(C)/C(=N/O)CC1C (centres undefined),-5.0,9.3,1.4,7.1,8.6,7.4,-4.0,7.9,7.5,0.1,-10.2
COc1ccc(-c2nc3cc(C)ccn3c2NC(=O)c2ccccc2OC)cc1,1.9,-0.5,·,13.3,12.0,-10.3,-7.2,-6.6,3.5,8.3,0.9
O=C(NC1CC(=O)N(c2ccc3c(c2)OCCO3)C1)N1CCCCC1 (centres undefined),-5.3,-26.3,-4.5,13.2,-0.4,-30.4,-0.2,-21.5,-3.0,-11.1,-14.9
Cc1nn(C(=O)Cn2ccc([N+](=O)[O-])n2)c(C)c1Cl,-5.4,-8.6,-1.1,-7.4,-13.7,-16.2,-3.4,25.8,16.5,-19.6,3.4
COc1cc(NCCCn2cnc(C(=O)Nc3ccc(C)c(C)c3)n2)cc(OC)c1OC,4.2,-4.7,·,-0.1,15.9,20.7,-6.1,3.1,1.1,-6.5,-4.6
CNc1cc([N+](=O)[O-])ccc1OCc1ccccc1,-0.8,-23.2,-5.8,-6.8,-24.9,-17.2,5.7,-39.0,2.3,20.4,4.2
COc1ccc(C(=O)NNC(=O)CSc2nnc(C3CC3)n2C)cc1,5.8,-11.0,-0.6,-15.1,17.2,7.6,-0.5,1.1,5.7,2.3,5.2
CCOC(=O)N1CCC(N2Cc3cccc(C(=O)Nc4ccc(N(CC)CC)cc4C)c3C2=O)CC1,-9.0,-2.0,1.5,-3.7,11.9,6.2,3.1,21.3,0.0,-1.8,2.4
COc1ccccc1OCC(=O)NCCSCc1ccc(Cl)cc1,0.1,9.6,-13.6,5.2,-8.7,-24.4,-8.4,9.1,0.6,-8.2,-12.3
# Going on with the list:
SMILES,NCOA1 inh,SRC3 inh,Vif imaging,NR2F2 inh,SRC2 inh,NR5A2 inv ag,LMP1 NFkB inh,TROY NFkB inh,TLR9-MyD88 block,TRAIL sens C8,NOD2-RIPK2 inh
O=c1[nH][nH]c(C(F)(F)F)c1/C=N/N1CCOCC1,0.4,11.2,2.4,12.7,-7.2,-13.4,5.0,9.8,2.4,-2.7,-13.4
COc1ccc(Cl)cc1NC(=O)CN(C)C(=O)CN1C(=O)NC2(CCCC2)C1=O,-6.2,1.3,-1.2,-0.2,-8.2,-3.3,2.4,2.1,2.4,-9.1,-6.9
Cc1c(N2C(=O)/C(=C/c3cccc4ccccc34)SC2=S)c(=O)n(-c2ccccc2)n1C,3.8,-2.5,·,12.0,5.7,14.4,-3.5,11.3,0.1,-0.8,0.3
Cc1ccc(NC(=O)c2cc(N3C(=O)CCC3=O)ccc2N2CCOCC2)cc1,11.7,16.3,·,8.1,17.0,15.0,-3.1,-1.8,-2.6,-2.1,3.9
Cc1cccc(C(=O)Nc2nsc(N)n2)c1,-9.0,-38.8,-1.3,-5.1,-18.2,0.0,2.3,-5.4,-15.4,-8.2,-8.0
COC(=O)c1c(NC(NC(=O)C(C)(C)C)C(Cl)(Cl)Cl)sc2c1CCC2 (centres undefined),-7.5,8.2,-6.4,-5.6,24.2,11.5,-19.7,2.6,1.4,-2.2,0.2
COc1ccc(C(=O)Nc2nc3ccc(S(C)(=O)=O)cc3s2)cc1,-18.3,-30.3,1.7,-1.9,-39.0,15.8,8.5,1.4,-4.7,10.6,-6.2
COc1ccc(NC(=O)CN(C)CC(=O)c2[nH]c(C)c(C(C)=O)c2C)cc1,7.8,7.7,-1.4,7.4,-39.8,0.0,0.1,7.2,-21.1,-6.6,-4.9
Cc1sc(N)nc1-c1ccc2c(c1)OCCO2,-60.9,-6.8,2.2,-20.8,-31.6,-24.1,-10.4,12.1,15.2,-0.9,-11.1
O=S(=O)(c1ccc2c(c1)OCCO2)N1CCc2ccccc21,-6.9,-2.0,1.0,-1.3,11.7,19.1,-0.9,-6.2,-9.2,-8.1,-1.2
CC(C)N(C(=S)Nc1cccc(C(F)(F)F)c1)C(C)c1ccccn1 (centres undefined),-4.9,22.6,2.5,6.5,2.1,-11.1,-4.7,-8.0,3.5,-9.3,-4.3
Cc1c(Cl)c(C(F)(F)F)nn1CC(=O)NN,5.3,12.2,1.3,-12.8,9.1,-20.5,-4.3,-4.4,3.3,0.0,4.7
CCC(C)NC(=O)c1ccc(CS(=O)(=O)c2ccc(OC)cc2)o1 (centres undefined),-0.1,4.8,-4.0,8.7,1.6,0.7,-0.4,0.0,8.1,4.4,2.2
O=C(NCCNC(=O)c1ccccc1Br)c1cccnc1,-26.6,-17.3,-5.1,-1.3,17.4,8.3,-0.6,-12.8,0.3,2.5,0.4
Cn1c(=O)cc(OCCCC(=O)Nc2ccccn2)c2ccccc21,-27.6,6.5,17.5,-108.5,-64.9,19.2,7.6,-9.9,0.8,-3.8,-1.3
COc1cccc(NC(=O)COC(=O)Cc2ccc(Cl)cc2)c1,-4.3,-2.4,1.5,-16.5,1.1,8.1,-5.6,-14.4,1.6,-3.5,-3.4
CCO[C@@H]1OC(C(=O)N2CCN(Cc3ccccc3)CC2)=C[C@H](c2coc3ccccc3c2=O)[C@H]1CCCO,-3.5,-33.4,5.4,11.8,4.8,-3.0,-1.0,·,-2.9,·,-3.7
CCC(C)(C)n1nnnc1C(c1ccc2ncccc2c1)N1CCN2CCCC2C1 (centres undefined),-7.0,-3.0,·,-6.2,2.4,-1.6,-15.4,-6.1,1.0,10.3,-7.2
O=C1C(=O)N(c2ccccc2)C(c2ccccc2[N+](=O)[O-])/C1=C(\O)c1ccccc1 (centres undefined),-49.2,-50.0,7.1,-15.8,-28.5,-30.6,-15.0,-34.3,-2.2,-12.8,-0.4
OCCNCCCCCOc1ccc(F)cc1,11.8,4.9,0.3,6.1,12.1,9.1,0.6,7.1,-10.0,3.1,-4.5
Cc1ccc(Cc2cnc(NC(=O)c3ccco3)s2)cc1,-103.9,-135.5,5.7,-43.5,-51.0,-79.9,-10.2,34.7,4.1,22.6,2.0
CC(C)(C)OC(=O)C[C@@H]1C/C=C\C[C@@H](CC(=O)N[C@@H](CO)Cc2ccccc2)C(=O)NCCOC1=O,7.6,-8.7,-4.5,-7.9,7.2,-15.4,0.1,-9.0,-0.3,-5.5,-7.9
N#Cc1cc([N+](=O)[O-])ccc1NC(=O)COC(=O)C1CCC(=O)N1 (centres undefined),-12.1,2.0,-0.3,0.0,-4.0,51.4,-0.9,-5.8,2.1,-19.3,-8.6
O=C(N=C1SC2CS(=O)(=O)CC2N1c1ccc(Cl)c(Cl)c1)C1CCCO1 (centres undefined),2.3,1.2,12.3,8.7,6.9,17.0,-10.5,4.4,-6.2,-13.5,-1.6
C/C(=N\NC(=O)c1nnn(-c2nonc2N)c1CSc1ccc(Cl)cc1)c1ccco1,17.7,5.1,9.5,5.9,4.1,5.2,-5.5,-0.9,-1.0,3.6,7.4
COc1cc(NC(=O)N[C@@H](Cc2c[nH]c3ccccc23)C(=O)O)c(C(=O)O)cc1OC,5.8,0.0,-5.5,14.5,-43.0,-0.7,-1.6,18.7,3.0,-1.7,-8.3
COc1ccc(C(=O)C2CCCN(S(=O)(=O)c3ccccc3F)C2)c(C)c1 (centres undefined),-4.7,16.0,-10.0,1.6,12.2,-2.7,6.6,28.9,-13.0,-14.8,-7.8

# Part of the list above in order of number of heavy atoms, falling.
SMILES,NCOA1 inh,SRC3 inh,Vif imaging,NR2F2 inh,SRC2 inh,NR5A2 inv ag,LMP1 NFkB inh,TROY NFkB inh,TLR9-MyD88 block,TRAIL sens C8,NOD2-RIPK2 inh
Cc1ccc(NC(=O)c2cc(N3C(=O)CCC3=O)ccc2N2CCOCC2)cc1,11.7,16.3,·,8.1,17.0,15.0,-3.1,-1.8,-2.6,-2.1,3.9
NC(=O)C1(Nc2ccc(-c3ccc(Br)cc3)cc2)CCCC1,-36.1,-46.2,-6.0,1.2,-2.3,-68.0,-10.5,-0.6,1.1,13.7,-1.8
O=c1[nH][nH]c(C(F)(F)F)c1/C=N/N1CCOCC1,0.4,11.2,2.4,12.7,-7.2,-13.4,5.0,9.8,2.4,-2.7,-13.4
